Bioassay records: PubChem, Broad Institute
NSD2 inh: inhibitors of human NSD2 methyltransferase | inhibition, % at 12.5 µM | NSD2-SET H3K36me1 DELFIA fluorescence, biochemical | O96028 | 44,000 tested, 0.07% active; in the data active = inhibition above about 54%, passing the limit was not always enough; inconclusive = no clear call, values can overlap the other calls;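 also: inhibitors reduce the monomethyl H3K36 fluorescence signal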
Target sequence (O96028 whole entry, looked up): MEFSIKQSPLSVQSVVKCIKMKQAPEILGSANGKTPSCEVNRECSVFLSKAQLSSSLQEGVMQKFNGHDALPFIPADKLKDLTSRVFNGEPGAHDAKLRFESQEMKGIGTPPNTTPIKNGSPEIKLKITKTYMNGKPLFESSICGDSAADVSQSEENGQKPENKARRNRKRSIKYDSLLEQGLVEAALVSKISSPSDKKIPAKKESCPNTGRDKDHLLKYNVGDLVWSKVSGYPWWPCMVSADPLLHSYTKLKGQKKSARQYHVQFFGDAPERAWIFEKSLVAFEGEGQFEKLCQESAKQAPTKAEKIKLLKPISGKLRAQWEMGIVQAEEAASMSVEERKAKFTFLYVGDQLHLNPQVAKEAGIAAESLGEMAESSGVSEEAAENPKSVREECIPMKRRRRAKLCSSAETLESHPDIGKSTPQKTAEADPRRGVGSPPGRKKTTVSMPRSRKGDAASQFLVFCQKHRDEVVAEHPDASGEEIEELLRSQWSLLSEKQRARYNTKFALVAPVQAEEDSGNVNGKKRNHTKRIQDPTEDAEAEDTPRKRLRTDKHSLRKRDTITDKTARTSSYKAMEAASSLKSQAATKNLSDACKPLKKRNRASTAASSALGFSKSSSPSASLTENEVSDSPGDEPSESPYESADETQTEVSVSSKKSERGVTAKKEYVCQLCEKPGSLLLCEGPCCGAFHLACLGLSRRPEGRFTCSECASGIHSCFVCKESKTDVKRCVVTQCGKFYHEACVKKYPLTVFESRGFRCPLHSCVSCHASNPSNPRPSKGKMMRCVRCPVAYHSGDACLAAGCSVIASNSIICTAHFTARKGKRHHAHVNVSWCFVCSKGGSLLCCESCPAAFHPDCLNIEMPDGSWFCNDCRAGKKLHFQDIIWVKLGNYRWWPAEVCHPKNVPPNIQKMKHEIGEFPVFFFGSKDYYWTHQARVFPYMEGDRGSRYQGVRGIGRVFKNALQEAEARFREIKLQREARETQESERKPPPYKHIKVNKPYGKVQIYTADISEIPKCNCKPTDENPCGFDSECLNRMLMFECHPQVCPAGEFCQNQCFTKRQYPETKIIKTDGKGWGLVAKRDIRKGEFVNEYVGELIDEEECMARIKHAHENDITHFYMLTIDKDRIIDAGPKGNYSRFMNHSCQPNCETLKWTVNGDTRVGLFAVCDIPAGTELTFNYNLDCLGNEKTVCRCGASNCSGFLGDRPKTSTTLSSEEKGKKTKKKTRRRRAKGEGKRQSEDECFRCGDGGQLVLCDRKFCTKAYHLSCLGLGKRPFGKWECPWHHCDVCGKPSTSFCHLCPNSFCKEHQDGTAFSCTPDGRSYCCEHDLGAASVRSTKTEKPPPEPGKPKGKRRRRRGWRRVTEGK
Starred values were filed as active, the others as inactive; ? = inconclusive; & = joins results of further samples. This is a subset. The share of hits here may be higher or lower than overall.

NSD2 inh	mol
6	C[C@@H]1CN([C@@H](C)CO)C(=O)c2cc(-c3cccc(C(=O)N(C)C)c3)cnc2O[C@@H]1CN(C)S(=O)(=O)c1ccc(F)cc1
0	C[C@H]1CN([C@@H](C)CO)C(=O)c2cc(NC(=O)Nc3ccc(F)cc3)ccc2O[C@@H]1CN(C)Cc1ccc(C(F)(F)F)cc1
-5	C[C@H](CO)N1C[C@H](C)[C@@H](CN(C)Cc2cncnc2)Oc2ncc(-c3cncnc3)cc2C1=O
7	CC(=O)N(C)C[C@H]1Oc2cc(/C=C/c3ccccc3)ccc2S(=O)(=O)N([C@@H](C)CO)C[C@@H]1C
2	C[C@@H]1CN([C@H](C)CO)C(=O)c2cccc(NS(=O)(=O)c3cccs3)c2O[C@@H]1CN(C)C(=O)Nc1cccc2ccccc12
3	O=C(COc1ccc2ccccc2c1Br)Nc1ncn[nH]1
2	CC1=CCC2C(C)(C)CCC[C@]2(C)[C@@]12CC[C@](C)(CC(=O)O)O2 (stereo partly drawn)
2	CCCNC(=O)N(C)C[C@H]1Oc2cc(C#CCN(C)C)ccc2S(=O)(=O)N([C@H](C)CO)C[C@@H]1C
10	CC(C)CC#Cc1ccc2c(c1)O[C@@H](CN(C)C(=O)c1cccnc1)[C@H](C)CN([C@@H](C)CO)S2(=O)=O
1	C[C@H]1CN([C@@H](C)CO)C(=O)c2cccc(NC(=O)Nc3ccc4c(c3)OCO4)c2O[C@@H]1CN(C)Cc1ccccc1
16	CC(C)NC(=O)N(C)C[C@H]1OCCCC[C@H](C)Oc2ccc(NS(C)(=O)=O)cc2C(=O)N([C@H](C)CO)C[C@@H]1C
0	Cc1ccccc1-c1cnc2c(c1)C(=O)N([C@H](C)CO)C[C@@H](C)[C@H](CN(C)Cc1cncnc1)O2
0	CC(C)NC(=O)N(C)C[C@H]1Oc2ccc(NC(=O)CCN3CCOCC3)cc2CC(=O)N([C@H](C)CO)C[C@H]1C
1	C[C@@H]1CCCCO[C@H](CN(C)CC2CCCCC2)[C@H](C)CN([C@H](C)CO)C(=O)c2cc(NC(=O)Cc3ccccc3)ccc2O1
5	Cc1ccc(S(=O)(=O)Nc2ccc3c(c2)C(=O)N([C@H](C)CO)C[C@@H](C)[C@H](CN(C)Cc2ccc(C(=O)O)cc2)OCCCC[C@@H](C)O3)cc1
-6	C[C@H]1CN([C@@H](C)CO)C(=O)Cc2cc(N(C)C)ccc2O[C@H]1CN(C)Cc1ccc(C(=O)O)cc1
-3	C[C@@H]1CN([C@@H](C)CO)C(=O)c2cccc(NC(=O)Nc3cccc4ccccc34)c2O[C@H]1CN(C)S(=O)(=O)c1cn(C)cn1
2	C[C@@H]1CCCCO[C@H](CN(C)C(=O)Nc2ccccc2)[C@H](C)CN([C@H](C)CO)C(=O)c2cc(NC(=O)CCCN(C)C)ccc2O1
-1	C[C@@H]1CN([C@H](C)CO)C(=O)Cc2cc(NS(=O)(=O)c3ccc(F)cc3)ccc2O[C@H]1CN(C)Cc1ccc(C(=O)Nc2ccccc2N)cc1
1	COC(=O)C1=CC(C(=O)c2ccccc2)=NN(c2ccccc2)C1C(=O)OC (stereo not drawn)
-6	C[C@H]1CN([C@@H](C)CO)C(=O)c2cc(NC(=O)Cc3cn(C)c4ccccc34)ccc2O[C@@H]1CN(C)Cc1ccc(C(=O)O)cc1
10	C[C@H]1CN([C@@H](C)CO)S(=O)(=O)c2ccc(C3=CCCCC3)cc2O[C@@H]1CN(C)C(=O)Nc1ccc2c(c1)OCO2
2	C[C@H](CO)N1C[C@H](C)[C@H](CN(C)Cc2cncnc2)Oc2ncc(-c3cccc(F)c3)cc2C1=O
-5	C[C@H](CO)N1C[C@H](C)[C@@H](CN(C)C)Oc2ccc(NS(=O)(=O)c3cccs3)cc2C1=O
?	COc1ccc(S(=O)(=O)N(C)C[C@H]2Oc3ccc(NC(=O)Cc4cn(C)c5ccccc45)cc3C(=O)N([C@H](C)CO)C[C@@H]2C)cc1
1	CC(C)(C)/C=N/NC(=O)CCCCCCC(=O)NO
3	C[C@@H]1CN([C@H](C)CO)C(=O)c2cc(C#CCN(C)C)cnc2O[C@H]1CN(C)Cc1ccc(C(=O)O)cc1
2	C[C@@H]1CN([C@@H](C)CO)C(=O)c2cccc(NC(=O)c3cnccn3)c2O[C@H]1CN(C)C(=O)NC1CCCCC1
-4	C[C@@H]1CN([C@@H](C)CO)C(=O)c2cccc(NC(=O)Nc3ccc(C(F)(F)F)cc3)c2O[C@@H]1CN(C)S(=O)(=O)c1cccs1
5	Cc1c(C2CCN(CCc3ccccc3)CC2)noc1-c1ccc(Cl)cc1

Ordered by molecular weight (largest number first): part of the list above.
NSD2 inh	mol
-1	C[C@@H]1CN([C@H](C)CO)C(=O)Cc2cc(NS(=O)(=O)c3ccc(F)cc3)ccc2O[C@H]1CN(C)Cc1ccc(C(=O)Nc2ccccc2N)cc1
2	C[C@@H]1CCCCO[C@H](CN(C)C(=O)Nc2ccccc2)[C@H](C)CN([C@H](C)CO)C(=O)c2cc(NC(=O)CCCN(C)C)ccc2O1
10	C[C@H]1CN([C@@H](C)CO)S(=O)(=O)c2ccc(C3=CCCCC3)cc2O[C@@H]1CN(C)C(=O)Nc1ccc2c(c1)OCO2
0	CC(C)NC(=O)N(C)C[C@H]1Oc2ccc(NC(=O)CCN3CCOCC3)cc2CC(=O)N([C@H](C)CO)C[C@H]1C
5	Cc1c(C2CCN(CCc3ccccc3)CC2)noc1-c1ccc(Cl)cc1
2	CC1=CCC2C(C)(C)CCC[C@]2(C)[C@@]12CC[C@](C)(CC(=O)O)O2 (stereo partly drawn)

Returning to the listing; the two compounds before the break are reprinted first.
NSD2 inh	mol
-4	C[C@@H]1CN([C@@H](C)CO)C(=O)c2cccc(NC(=O)Nc3ccc(C(F)(F)F)cc3)c2O[C@@H]1CN(C)S(=O)(=O)c1cccs1
5	Cc1c(C2CCN(CCc3ccccc3)CC2)noc1-c1ccc(Cl)cc1
-3	C[C@H](CO)N1C[C@H](C)[C@@H](CN(C)Cc2ccc3c(c2)OCO3)Oc2c(NC(=O)Nc3ccc4c(c3)OCO4)cccc2C1=O
2	CCCNC(=O)N(C)C[C@H]1Oc2cc(-c3ccccc3)ccc2S(=O)(=O)N([C@H](C)CO)C[C@@H]1C
0	CC(C)NC(=O)N(C)C[C@H]1OCCCC[C@H](C)Oc2ccc(NC(=O)Nc3ccc(C(F)(F)F)cc3)cc2C(=O)N([C@@H](C)CO)C[C@H]1C
2	COc1ccc(S(=O)(=O)Nc2ccc3c(c2)CC(=O)N([C@H](C)CO)C[C@H](C)[C@@H](CN(C)C(=O)NC(C)C)O3)cc1
0	COc1ccc(NC(=O)N(C)C[C@@H]2Oc3ccc(NS(=O)(=O)c4cn(C)cn4)cc3C(=O)N([C@H](C)CO)C[C@@H]2C)cc1
3	O=C(CCCCCCC(=O)Nc1ccccc1O)N/N=C/[C@@H](O)[C@H](O)[C@H](O)CO
-3	C[C@@H]1CN([C@@H](C)CO)S(=O)(=O)c2ccc(-c3ccccc3F)cc2O[C@@H]1CN(C)CC1CC1
2	C[C@@H]1CN([C@H](C)CO)S(=O)(=O)c2ccc(C#Cc3cccnc3)cc2O[C@@H]1CN(C)C(=O)CN(C)C
-6	C=CCOC(=O)C1=C[C@@H](c2ccc(Br)cc2)[C@H](CCCO)[C@@H](OCC)O1
-1	CNC[C@H]1Oc2ccc(NS(=O)(=O)c3ccc(Cl)cc3)cc2C(=O)N([C@H](C)CO)C[C@H]1C
5	C[C@@H]1CN([C@H](C)CO)C(=O)c2cccc(NC(=O)Nc3ccc4c(c3)OCO4)c2O[C@H]1CN(C)C
13	C[C@H]1CN([C@@H](C)CO)C(=O)c2cccc(NC(=O)Nc3cccc4ccccc34)c2O[C@@H]1CN(C)S(=O)(=O)c1cn(C)cn1
7	C[C@@H]1CN([C@H](C)CO)C(=O)c2cc(NC(=O)c3ccccc3)ccc2O[C@@H](C)CCCCO[C@H]1CN(C)Cc1ccc(Cl)c(Cl)c1
-2	C[C@@H]1CN([C@H](C)CO)C(=O)c2cc(NS(=O)(=O)c3ccccc3)ccc2O[C@@H](C)CCCCO[C@@H]1CN(C)Cc1ccccc1
-3	CC[C@H](CO)Nc1nc(NCc2ccccc2)c2ncn(C(C)C)c2n1
-13	C[C@H]1CN([C@@H](C)CO)C(=O)c2cccc(NS(=O)(=O)c3ccc(Cl)cc3)c2O[C@@H]1CN(C)Cc1ccc(Cl)c(Cl)c1
2	C[C@@H]1CCCCO[C@@H](CN(C)C(=O)CCC(F)(F)F)[C@@H](C)CN([C@@H](C)CO)C(=O)c2cc(NS(=O)(=O)c3cn(C)cn3)ccc2O1
-5	C[C@H](CO)N1C[C@H](C)[C@H](CN(C)C(=O)Nc2ccc(C(F)(F)F)cc2)Oc2c(NS(=O)(=O)c3ccc(Cl)cc3)cccc2C1=O
-12&8	C[C@H](CO)N1C[C@H](C)[C@H](CN(C)S(=O)(=O)c2cccs2)Oc2ncc(/C=C/c3ccccc3)cc2C1=O
0	COc1ccc(NC(=O)N(C)C[C@@H]2Oc3ccc(NS(=O)(=O)c4cccs4)cc3C(=O)N([C@@H](C)CO)C[C@H]2C)cc1
0	C[C@@H]1CN([C@@H](C)CO)C(=O)Cc2cc(NS(=O)(=O)c3ccccc3)ccc2O[C@@H]1CN(C)S(=O)(=O)c1ccc(F)cc1
-1	COc1c(O[C@@H]2O[C@H](C(=O)O)[C@@H](O)[C@H](O)[C@H]2O)cc2oc(-c3ccc(O)cc3)cc(=O)c2c1O
2	C[C@@H]1CN([C@H](C)CO)C(=O)Cc2cc(NC(=O)Cc3ccccc3)ccc2O[C@H]1CN(C)Cc1ccc2c(c1)OCO2
-4	CC(C)(C)c1ccc(S(=O)(=O)N2CCC(O)(c3ccc(Cl)cc3)CC2)cc1
-2	O=C(N[C@@H]1CC[C@H](CC(=O)N2CCOCC2)O[C@H]1CO)c1ccccn1
1	CCC(=O)N(C)C[C@@H]1Oc2cc(-c3cccc(OC)c3)ccc2S(=O)(=O)N([C@H](C)CO)C[C@H]1C
-2	Cc1ccc(S(=O)(=O)Nc2ccc3c(c2)C(=O)N([C@H](C)CO)C[C@@H](C)[C@@H](CN(C)S(=O)(=O)c2ccc(F)cc2)O3)cc1
1	CN(C)CC(=O)Nc1ccc2c(c1)[C@@H]1C[C@H](CC(=O)NCc3ccccc3)O[C@@H](CO)[C@@H]1O2
-1	C=CCNC(=O)[C@@H]1[C@H]2C(=O)O[C@H](c3ccccc3)[C@H](c3ccccc3)N2[C@H](c2ccc(OCCO)cc2)[C@@]12C(=O)Nc1ccc(C#Cc3ccc(OC)cc3)cc12
-1	C[C@H]1CN([C@@H](C)CO)C(=O)c2cc(NC(=O)Nc3ccc(C(F)(F)F)cc3)ccc2O[C@@H]1CN(C)Cc1ccc(C(=O)O)cc1

More results.
NSD2 inh	mol
1	COc1ccc(S(=O)(=O)N(C)C[C@@H]2OCCCC[C@@H](C)Oc3ccc(NS(=O)(=O)c4ccc(C)cc4)cc3C(=O)N([C@H](C)CO)C[C@@H]2C)cc1
0	C[C@H]1CN([C@@H](C)CO)C(=O)Cc2cc(NC(=O)NC3CCCCC3)ccc2O[C@H]1CN(C)S(=O)(=O)c1ccc(F)cc1
-1	C[C@H]1CN([C@@H](C)CO)C(=O)c2cc(NS(=O)(=O)c3ccccc3)ccc2O[C@H]1CN(C)S(C)(=O)=O
-2	C[C@@H]1CCCCO[C@H](CN(C)C(=O)Cc2ccccc2)[C@@H](C)CN([C@H](C)CO)C(=O)c2cc(NS(C)(=O)=O)ccc2O1
-2	C[C@H](CO)N1C[C@H](C)[C@H](CN(C)C(=O)CN2CCOCC2)Oc2ncc(C3=CCCCC3)cc2C1=O
-8	C[C@H](CO)N1C[C@H](C)[C@@H](CN(C)Cc2ccncc2)Oc2ncc(C#Cc3ccncc3)cc2C1=O
27	C/C=C/c1cnc2c(c1)C(=O)N([C@@H](C)CO)C[C@H](C)[C@@H](CN(C)C(=O)Nc1ccc(F)cc1)O2
9	O=C(C[C@H]1C[C@H]2c3cc(NC(=O)C4CCC4)ccc3O[C@H]2[C@H](CO)O1)NCC(F)(F)F
-5	O=C(C[C@H]1CC[C@@H](NC(=O)CN2CCOCC2)[C@@H](CO)O1)NCCc1ccncc1
2	CC(C)NC(=O)Nc1ccc2c(c1)C(=O)N([C@H](C)CO)C[C@@H](C)[C@H](CN(C)C(=O)c1ccccc1)OCCCC[C@@H](C)O2
4	CC1(C)Cc2cccc(C(=O)N3CCC(c4c[nH]c5ccccc45)CC3)c2O1
-1	C[C@@H]1CN([C@H](C)CO)C(=O)c2cc(NC(=O)CCCN(C)C)ccc2O[C@H]1CN(C)Cc1ccc(C(=O)O)cc1
-2	Cc1ccc(S(=O)(=O)N(C)C[C@@H]2OCCCC[C@H](C)Oc3ccc(NC(=O)Nc4ccc5c(c4)OCO5)cc3C(=O)N([C@H](C)CO)C[C@H]2C)cc1
3	CC(C)NC(=O)N(C)C[C@H]1Oc2c(NC(=O)C3CC3)cccc2C(=O)N([C@H](C)CO)C[C@H]1C
2	C[C@@H]1CN([C@@H](C)CO)C(=O)c2cc(NC(=O)CCCN(C)C)ccc2O[C@@H](C)CCCCO[C@@H]1CN(C)C(=O)Nc1ccccc1
33	C[C@@H]1CN([C@H](C)CO)S(=O)(=O)c2ccc(C#Cc3ccccc3)cc2O[C@@H]1CN(C)C(=O)CN(C)C
4	C[C@@H]1CCCCO[C@H](CN(C)C(=O)Nc2ccc3c(c2)OCO3)[C@@H](C)CN([C@@H](C)CO)C(=O)c2cc(NS(C)(=O)=O)ccc2O1
-17	C[C@@H]1CN([C@H](C)CO)C(=O)c2cc(NC(=O)Nc3ccc(C(F)(F)F)cc3)ccc2O[C@@H]1CN(C)S(=O)(=O)c1ccc(F)cc1
-4	CCCC#Cc1ccc2c(c1)O[C@H](CN(C)C(=O)c1cccnc1)[C@@H](C)CN([C@H](C)CO)S2(=O)=O
9	Cc1ccc(S(=O)(=O)N(C)C[C@H]2Oc3ccc(NC(=O)Cn4cnnn4)cc3C(=O)N([C@H](C)CO)C[C@@H]2C)cc1
